Screens (PubChem BioAssay)
IMP-1 inhibitor: inhibitors of Pseudomonas aeruginosa IMP-1 metallo-beta-lactamase; purified IMP-1, nitrocefin hydrolysis, epi-absorbance fluorescence; hit rate 0.45% among 290,000; inhibition, % at 5.6 µM; AID 1556;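 active means inhibition above the mean plus 3 SD of all compounds in the same screening run, cut at about 4.5% in these data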;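 further: 0% = IMP-1 with DMSO and 100% = DMSO wells lacking enzyme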
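system = purified recombinant IMP-1 beta-lactamase | amount = 0.2 nM IMP-1, as dispensed | medium = HEPES buffer pH 7.1 with ZnSO4 and Brij 35 | times = 25 °C, 15 min preincubation, 25 min reaction | detection = plate fluorescence quenching by hydrolysis product, ex 480/em 530 nm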
IDE cell activ: activators of human insulin-degrading enzyme in cells. HEK cells, FAbeta-B cleavage, fluorescence polarization; 0% vehicle, 100% cell-free pure enzyme wells. activation, % at 5.96 µM. hit rate 0.073% among 340,000. AID 493087;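 active means activation above the mean of all tested compounds plus 3 SD, set per screening campaign, cut at about 17% in these data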
M18AAP inhibitor: blocks P. falciparum M18 aspartyl aminopeptidase | hit rate 1.2% among 290,000 | inhibition, % at 7.35 µM | recombinant PfM18AAP, H-Glu-NHMec fluorogenic cleavage;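 active means inhibition above the campaign mean inhibition over all tested compounds plus 3 SD, cut at about 28% in these data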;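 further: 0% = plate median of test compound wells and 100% = 2 mM ZnCl2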
PHOSPHO1 inh: PHOSPHO1 (human) inhibition | recombinant PHOSPHO1, absorbance phosphatase assay | inhibition, % at 13.3 µM | hit rate 1.1% among 290,000 | AID 1565; in the data active means inhibition above about 60%
Target sequence (Q8TCT1 whole entry, looked up): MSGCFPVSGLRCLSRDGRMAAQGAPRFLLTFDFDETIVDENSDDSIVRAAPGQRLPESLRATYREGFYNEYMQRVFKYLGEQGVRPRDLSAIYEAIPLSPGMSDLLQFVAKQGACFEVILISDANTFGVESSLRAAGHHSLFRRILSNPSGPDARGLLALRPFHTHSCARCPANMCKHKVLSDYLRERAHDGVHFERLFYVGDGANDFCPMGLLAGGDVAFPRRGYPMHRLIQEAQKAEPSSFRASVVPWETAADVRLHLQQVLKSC
GPR7 antag: antagonists of human GPR7 (neuropeptides B/W receptor 1) | P48145 | GPR7-expressing cells, fluorescence antagonist assay | inhibition, % at 4.4 µM | hit rate 1.1% among 290,000 | AID 1861; in the data active means inhibition above about 16%, passing the limit was not always enough;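 further: cells stimulated with the agonist NPW; 0% = agonist with vehicle and 100% = vehicle without agonist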
Target sequence (P48145 whole entry, looked up): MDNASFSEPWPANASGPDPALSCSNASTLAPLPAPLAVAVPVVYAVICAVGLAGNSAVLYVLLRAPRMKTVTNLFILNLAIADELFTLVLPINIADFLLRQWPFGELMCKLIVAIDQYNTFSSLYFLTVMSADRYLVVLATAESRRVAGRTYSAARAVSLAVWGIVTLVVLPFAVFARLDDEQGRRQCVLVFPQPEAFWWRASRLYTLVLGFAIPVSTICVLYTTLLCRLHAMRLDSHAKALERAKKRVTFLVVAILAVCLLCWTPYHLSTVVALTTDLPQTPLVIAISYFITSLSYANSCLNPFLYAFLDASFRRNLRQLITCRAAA
pCIP destab: lowers stability of the mouse p/CIP coactivator protein; Q05BA5; F442A p/CIP-EGFP cells, EGFP fluorescence, 16 h; decrease of EGFP signal, % at 10 µM; hit rate 0.01% among 290,000;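 active means EGFP signal decrease of at least 30% at 10 µM or well 3 SD below plate mean, unless failing retest; inactive means the rest, including hits failing retest or dose response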; further: some compounds called inactive have numbers as strong as hits; many of its hits are not listed in these tables
IDE cell inh: cellular human IDE inhibition | HEK cells, FAbetaB cleavage, fluorescence polarization | P14735 | hit rate 0.41% among 320,000 | inhibition, % at 5.59 µM;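 active means percent inhibition above the average of all tested compounds plus 3 SD, set per screening campaign, cut at about 16% in these data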;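 further: IDE supplied by intact live HEK cells; FP after avidin binding of uncleaved biotin substrate so inhibition keeps polarization high; 0% = DMSO wells and 100% = 60 µM reference IDE inhibitor Ii1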
NALP1 inh: inhibitors of NALP1 inflammasome in yeast. S. cerevisiae NALP1/ASC/caspase-1 growth, X-gal OD620, 72 h. inhibition, % at 10 µM. hit rate 0.61% among 280,000; in the data active means inhibition mostly above about 24%, no sharp cut-off; inactive means mostly below about 32%; further: some compounds called inactive have numbers as strong as hits
VIM-2 inhibitor: inhibitors of Pseudomonas aeruginosa VIM-2 metallo-beta-lactamase. purified VIM-2, nitrocefin hydrolysis, epi-absorbance fluorescence. inhibition, % at 5.6 µM. hit rate 0.89% among 290,000. AID 1527;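 active means inhibition above the mean of all tested compounds plus 3 SD, cutoff set per screening run, cut at about 7.5% in these data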;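 further: red hydrolysis product quenches plate fluorescence so inhibitors raise well fluorescence; 0% = enzyme with DMSO and 100% = DMSO without enzyme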
* hit, by the source's call; . = no result given.

SMILES | IMP-1 inhibitor | IDE cell activ | M18AAP inhibitor | PHOSPHO1 inh | GPR7 antag | pCIP destab | IDE cell inh | NALP1 inh | VIM-2 inhibitor
CCS(=O)(=O)Nc1cc2c3c(c1)CCN3C(=O)CC2 | 1.1 | 5 | -3 | 44 | 7 | 5 | -3 | 23 | 0.2
O=C(CSc1ccc(-c2ccco2)nn1)Nc1cccc(F)c1 | -2.7 | 0 | -32 | 56 | -10 | -9 | -1 | 3 | -1.6
O=c1cc(-c2ccc(O)c(O)c2)oc2c(C3O[C@H](CO)[C@@H](O)[C@H](O)[C@H]3O)c(O)cc(O)c12 (some centres not stated) | -4.3 | -1 | 68* | -23 | -11 | -8 | 0 | 11 | -0.9
O=C(NCCc1cn2ccsc2n1)C1CCCCC1 | -4.1 | 7 | -8 | -4 | -9 | -23 | -2 | . | 0.2
COc1ccc(C2(c3ccc(OC)cc3)NC(=O)N(CC(=O)NCC(F)(F)F)C2=O)cc1 | -0.2 | 4 | 3 | 4 | 1 | -6 | -4 | 6 | 0.5
O=C(Nc1ccc(C(=O)N2CCOCC2)cc1)c1cccc([N+](=O)[O-])c1 | -1.4 | 2 | 0 | 46 | -20 | -5 | 1 | -6 | -3.1
Cc1cccc(C)c1NC(=O)C(NC=O)c1ccc(N(C)C)cc1 (configuration not stated) | -0.5 | 1 | 10 | 7 | -1 | -1 | 6 | 2 | 3.2
COc1cc(C)c(CN2CCC(Oc3ccc(C(=O)N4CCCC4)cc3)CC2)cc1C | -4.5 | -1 | 2 | -4 | -6 | -6 | 6 | 7 | -1.2
Cc1ccc(/C=N\NC(=O)Cn2c(C)nc3ccccc32)o1 | -3.3 | 3 | -1 | 32 | -7 | -4 | 1 | 3 | -5.1
CCOC(=O)NC(Nc1nc2ccccc2s1)(C(=O)OCC)C(F)(F)F (configuration not stated) | -0.9 | 1 | -1 | -2 | -17 | -5 | 13 | -4 | -2.1
O=C1C(Cl)=C(Nc2ccc(O)cc2)C(=O)c2ccccc21 | -3.5 | -2 | -4 | 2 | 38* | -17 | 1 | 9 | 0.1
COc1ccc(Br)cc1CN1CCN(Cc2c[nH]c3ccccc23)CC1 | -3.3 | 9 | 4 | . | 18 | -6 | 3 | 12 | -4.3
COc1cccc(NC(=O)Nc2ccc3c(c2)OCO3)c1 | 0.3 | 0 | -5 | 19 | -13 | -10 | -12 | 13 | 1.5
NNc1nc2sc3c(c2c(=O)n1-c1ccccc1)CCCC3 | -5.6 | -4 | 20 | 24 | -4 | -4 | 0 | 2 | -4.9
O=C1Cc2cc(S(=O)(=O)N3CCN(c4cccc(Cl)c4)CC3)ccc2N1 | -3.0 | 3 | 0 | -37 | -2 | -9 | 0 | 21 | -2.5
CN(CCc1ccccn1)C(=S)NC(=O)c1ccco1 | -5.2 | -1 | -2 | 8 | -10 | 0 | -1 | -14 | -4.0
Cc1ccc(COC(=O)c2ccc3ccccc3n2)cc1 | -2.1 | 5 | -1 | 28 | 0 | -25 | 2 | 11 | 1.1
COc1ccc(S(=O)(=O)c2c(O)c3ccc(C(=O)Nc4cccc(F)c4)cc3[nH]c2=O)cc1 | -1.6 | 7 | -1 | 53 | 14 | -1 | 1 | 9 | 1.8
O=C(CNC(=O)c1ccccc1)NCCc1ccc(O)c(O)c1 | -4.0 | 3 | 84* | -1 | -8 | -5 | 5 | 16 | -3.5
C=CCNC(=S)NNC(=O)c1ccc(Br)cc1 | 1.6 | 4 | 7 | -14 | 0 | -6 | 6 | 17 | -0.4
Cc1ccc(-c2nnc(SCC(=O)CC(=O)Nc3ccccc3)n2C)cc1 | -3.0 | 6 | 2 | -8 | -16 | -14 | 4 | -29 | 0.9
CN1C(=O)/C(=C/c2ccc3c(c2)OCO3)N=C1c1ccccc1 | -6.2 | 4 | -2 | -7 | -5 | 9 | -1 | 22 | -3.0
CC(=O)c1ccc(NS(=O)(=O)c2ccc3c(c2)N(C(C)=O)CCO3)cc1 | -1.2 | 5 | -2 | 30 | 2 | 6 | 3 | 15 | -1.2
COc1ccc(CN(Cc2cc3cccc(C)c3n3nnnc23)C(=O)N2CCOCC2)cc1 | -2.2 | 2 | 3 | 31 | -18 | -26 | -4 | 1 | -3.0
O=C1[C@@H]2Cc3ccccc3CN2C(=O)N1c1cccc(F)c1 | -2.2 | 1 | -3 | 25 | -1 | 1 | 3 | 9 | -3.1
C/C(=N\NS(C)(=O)=O)c1ccccc1 | -4.2 | 7 | 7 | 12 | -4 | 0 | -5 | 14 | -5.7
O=C(NNC(=S)Nc1ccc(F)c(Cl)c1)c1ccccc1Br | -4.5 | 2 | -11 | -112 | -4 | 2 | 8 | -18 | -2.3
O=[N+]([O-])c1ccn(-c2nc(-c3ccccc3)cc(C(F)(F)F)n2)n1 | -2.3 | -2 | 4 | -8 | -14 | 4 | 6 | 1 | 0.0
COc1ccc(OC)c(Nc2nc(NCCO)c3ccccc3n2)c1 | -1.5 | -1 | 6 | 41 | -16 | 4 | -1 | 20 | 1.7
CCOC(=O)c1nn(-c2ccccc2)c(=O)c2c(N)scc12 | -3.1 | -1 | 28 | 25 | -9 | -20 | 0 | 12 | 5.0
Cc1cc(C(F)F)n2nc(C(=O)Nc3ccc(S(=O)(=O)N4CCCC4)cc3)nc2n1 | 0.7 | 6 | -2 | 1 | 1 | 9 | 1 | 16 | 1.4
CCOCc1cc(CN2CCC(n3nccc3NC(=O)C3CC3)CC2)ccc1OC | -0.6 | 2 | -5 | . | -8 | 7 | . | 22 | -1.4
COc1ccc(C2C(C(=O)Nc3cccnc3)=C(C)Nc3nc(-c4cccs4)nn32)cc1OC (configuration not stated) | -3.6 | -5 | 0 | -10 | 5 | 1 | 7 | 26 | -2.6
CCN(CC)C(=O)CSc1nc2c(sc(=S)n2-c2ccccc2)c(=O)[nH]1 | -3.2 | 4 | 11 | -2 | 3 | 1 | 5 | 21 | -3.7
O=C(/C=C/c1ccc(F)cc1)NCCC1=CCCCC1 | -4.5 | 7 | 4 | -18 | -3 | -18 | -4 | 0 | -4.2
COc1ccc(N2CC(C(=O)Nc3cccnc3)CC2=O)cc1 (configuration not stated) | -2.8 | 1 | -5 | 26 | -7 | -2 | 0 | 16 | -1.7
CN(CCO)S(=O)(=O)c1ccc2c(c1)C(=NNC(N)=O)c1cc(S(=O)(=O)N(C)CCO)ccc1-2 | -1.8 | 0 | -1 | -6 | 6 | 3 | 0 | 16 | 2.9
S=C(Nc1ccccc1)N1CCCCCC1 | -2.9 | -2 | 4 | 27 | -6 | -21 | -2 | 18 | -0.1
O=C(Nc1ccccc1)C1CCCN(C(=O)c2ccc(Cl)cc2)C1 (configuration not stated) | 0.7 | 1 | -2 | -2 | -12 | 4 | -4 | -24 | -1.3
Cc1c(C(=O)Nc2cccc([N+](=O)[O-])c2)cnn1-c1ccccc1 | -0.1 | -3 | -17 | 8 | -10 | -8 | 3 | 6 | -0.9
CC1CCN(C(=O)Cn2c(=O)n(-c3ccc(F)cc3)c(=O)c3sccc32)CC1 | -3.4 | 0 | 4 | 4 | -9 | 1 | 6 | -1 | -2.4
COC(=O)c1ccc(C)c(NC(=O)c2c(-c3ccccc3)noc2C)c1 | 2.9 | -1 | -1 | -16 | -6 | -9 | 3 | 4 | -2.7
COc1ccc(NC(=O)c2cc(C3CC3)on2)c(OC)c1 | -3.3 | 0 | -2 | -9 | 7 | 8 | 2 | . | -3.1
c1coc(CNc2nc3sc4c(c3c3ncnn23)CCCC4)c1 | -2.9 | 3 | 6 | 5 | -9 | 2 | 3 | 7 | -4.8
COc1cc2c(cc1NC(=O)COc1ccc3ccccc3c1)oc1ccccc12 | -2.0 | 10 | 2 | 16 | -8 | 5 | -4 | 32 | -1.3
COc1ccc(N2CCN(C(=O)c3ccc(Cl)c(S(=O)(=O)N4CCCC4)c3)CC2)cc1 | 0.4 | -1 | -1 | 28 | -5 | 2 | 3 | 5 | 1.3
CC(=O)c1cccc(S(=O)(=O)NCC(C)(C)N2CCOCC2)c1 | -4.9 | 1 | 3 | 46 | -11 | 4 | 3 | -1 | -2.0
COc1ccc(Cl)cc1Nc1nc(-c2sc(NC(=O)CC(C)C)nc2C)cs1 | 6.8* | -1 | -1 | 94* | 0 | 0 | -2 | 15 | 0.1
O=C(O)CCS(=O)(=O)c1ccc(-c2ccccc2)cc1 | -0.6 | 2 | 3 | 0 | 10 | 11 | 7 | 18 | -1.4
CC(C)(C)c1ccc(C(=O)Nc2ccccc2Cl)cc1 | -2.7 | 1 | 0 | 11 | -15 | -10 | 1 | 9 | -2.6
COc1ccc(N2C(=O)c3ccc(C(=O)Nc4ccc(NC(C)=O)cc4)cc3C2=O)cc1 | -0.4 | 3 | -3 | 11 | -1 | -15 | -1 | 32 | -1.0
Cc1nonc1OC(C)CNc1ccc([N+](=O)[O-])cc1 (configuration not stated) | -1.5 | 5 | 1 | -14 | 9 | -18 | 4 | 23 | 0.6
CCCc1cc2c(cc1NC(=O)c1ccc(Br)cc1)OCO2 | -1.8 | 0 | -7 | 23 | 1 | 5 | -5 | 0 | -1.8
CC(C)(CCl)C(=O)Nc1ccc(OC(F)(F)F)cc1 | -0.8 | 4 | -2 | 36 | -2 | -9 | 1 | -1 | -1.7
OC(COCC1CC=CCC1)Cn1cnc2ccccc21 (configuration not stated) | -3.5 | 3 | -5 | 14 | -1 | 2 | 4 | 24 | -1.6
Cc1ccc(-n2nc3c(Cl)nnc(C)c3c2C)cc1 | 0.2 | -4 | 14 | -2 | 6 | -15 | 7 | 21 | 5.0
CC(=O)c1cccc(NC(=S)NCc2ccccc2)c1 | -2.8 | 0 | 2 | -12 | 10 | -8 | 2 | 2 | -2.9
CC1CN(C/C(=N\O)C23CC4CC(CC(C4)C2)C3)CC(C)O1 (configuration not stated) | -2.1 | 0 | 2 | . | -9 | -3 | . | 13 | -2.2
CC#CCN1c2ccccc2[C@]23C[C@@H](C(=O)OC)N(C(=O)OCC)C2=NC(C(=O)OC)=C(C(=O)OC)[C@H]13 | . | -3 | . | 9 | . | -9 | -2 | 7 | .
CC(C)(C)Nc1nc2ccc([N+](=O)[O-])cc2o1 | -1.7 | 2 | -10 | 51 | -9 | -7 | -2 | . | -0.9

New compounds follow
SMILES | IMP-1 inhibitor | IDE cell activ | M18AAP inhibitor | PHOSPHO1 inh | GPR7 antag | pCIP destab | IDE cell inh | NALP1 inh | VIM-2 inhibitor
O=C(CSc1ncccn1)Nc1ccccc1 | -1.9 | 0 | 6 | -2 | -1 | -2 | 4 | 2 | -0.5
CCS(=O)(=O)NCc1csc(-c2ccccc2)n1 | -1.3 | -7 | -9 | 13 | -11 | -11 | 0 | . | -1.9
COc1cccc(Cn2nnc(C(=O)NCc3ccccc3Cl)c2N)c1 | -4.0 | -4 | 5 | -11 | -2 | 5 | 2 | -3 | -3.8
CC(=O)c1c(Nc2ccccc2)sc(C(=O)c2ccccc2)c1C | -3.6 | 3 | -6 | -9 | 0 | 5 | 7 | 30 | -4.6
CC(C)CC(=O)Nc1nnc(S(=O)(=O)N(C)Cc2ccco2)s1 | -0.4 | 4 | -3 | 24 | -3 | -13 | 8 | -6 | -1.3
